High-throughput results: PubChem, National Center for Advancing Translational Sciences (NCATS)
B2AR arrestin: beta2AR (human) beta-arrestin recruitment activity | P07550 | beta-arrestin recruitment to beta2AR, cell-based reporter | Potency, µM (top dose mostly 46.1 µM), for inactives: at the highest dose activation, hits mostly activators | 330,000 tested, 0.02% active;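 also: potency is read from the fitted curve at half-maximal effect; 0% = DMSO controls and full agonism = EC100 isoproterenol or metaproterenol; nearly all actives have a fitted effect of over 65% in size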
Target sequence (P07550 whole entry, looked up): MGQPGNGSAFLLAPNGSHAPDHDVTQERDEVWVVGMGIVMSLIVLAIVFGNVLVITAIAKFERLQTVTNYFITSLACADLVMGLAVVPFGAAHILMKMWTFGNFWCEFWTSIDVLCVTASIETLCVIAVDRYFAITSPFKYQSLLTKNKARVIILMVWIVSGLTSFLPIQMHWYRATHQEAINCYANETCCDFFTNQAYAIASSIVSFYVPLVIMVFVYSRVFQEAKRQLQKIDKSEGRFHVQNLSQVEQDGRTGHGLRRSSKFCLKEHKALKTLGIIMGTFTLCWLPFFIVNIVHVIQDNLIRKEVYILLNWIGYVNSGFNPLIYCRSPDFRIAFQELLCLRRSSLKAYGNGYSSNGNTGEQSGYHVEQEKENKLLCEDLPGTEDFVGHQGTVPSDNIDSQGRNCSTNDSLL
BRCA1 expr up: increases BRCA1 expression; MCF7-BRCA1-FFLuc reporter, luminescence, 48 h; response scale: scaled: vehicle 0%, 10 µM genistein 100%; Potency, µM (series often up to 46.1 µM), inactives show at the top dose activation, most hits filed as activators; 380,000 tested, 1.1% active; AID 624202; also: potency is read from the fitted curve at half-maximal effect; nearly all actives have a fitted effect of over 80% in size; some results filed as inactive show a strong effect at the top dose
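Reporter cells (MCF7, BRCA1 promoter-firefly luciferase) received library compounds across a concentration series for 48 h. End-point luminescence was measured and concentration-effect curves derived after normalization.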
S-ASM inh: inhibitors of human secretory acid sphingomyelinase; Potency, µM (highest dose often 57.5 µM), for inactives: at the top dose activity change, negative = inhibition, usual class: inhibitors; 340,000 tested, 0.006% active; AID 504937; P17405; placental ASM, HMU-PC fluorogenic substrate, 60 min; also: potency is read from the fitted curve at half-maximal effect
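Fluorogenic HMU-PC substrate (9 uM final) is turned over by placental ASM in 60 min at 37 C after a 10 min compound preincubation. Reaction ended by alkaline stop (pH 10), with fluorescence read at 386/447 nm.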
ELG1 genotoxic: induces genotoxicity in HEK293T cells with luciferase-tagged ELG1. HEK293T ELG1-luciferase reporter, luminescence, 16 h. Potency, µM (doses to about 46 µM), without a hit: at the top dose activity change, positive = activation, usual class: activators. 330,000 tested, 1.3% active. AID 504466; also: potency is read from the fitted curve at half-maximal effect; % of control where 0% means no effect; nearly all actives have a fitted effect of over 60% in size
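Genotoxic stress is detected as increased luminescence from luciferase-tagged ELG1 in HEK293T cells, measured with ONE-Glo after a 16 hr treatment at 37 °C.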
Integrin act MD: integrin-mediated muscular dystrophy alleviation activation; alpha7betagal myoblasts, beta-gal FDG fluorescence, 48 h; Potency, µM (series often up to 38.3 µM), for the others: top-dose activation, usual class: activators; 350,000 tested, 0.064% active; AID 624291;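 also: potency is read from the fitted curve at half-maximal effect; 100% = response of the positive control SU9516; nearly all actives have a fitted effect of over 60% in size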
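Alpha7betagal+/- myoblasts (passage 13) were plated 16-24 hr, then exposed to compounds (1:260 dilution of DMSO stock) for 48 hours at 37C. After MPER lysis, β-galactosidase reporter activity was read as FDG fluorescence (ex 480/em 540) after 30 minutes.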
TSG101-PTAP inh: blocks PTAP/TSG101 interaction to inhibit HIV-1 budding; Q99816; Fluorescence polarization, FITC-PTAP peptide / Tsg101 binding; Potency, µM (titrated, usually from 115 µM), for inactives: at the highest dose activity change, negative = inhibition, hits mostly inhibitors; 340,000 tested, under 10 active; AID 493005; active = well fitted inhibition curve with a large enough effect in the main read-out, with a control signal flat, not every such curve was filed as active; inconclusive = small, poorly fitted or top-dose-only effect, or effect the other way, or a change in a side signal; inactive = no such curve, though single readings can be large or run the other way; also: potency is read from the fitted curve at half-maximal effect; % of control where 0% means no effect
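Compounds were pin-transferred onto Tsg101 binding domain (10 uM final) in HEPES pH 7.5 buffer, then FITC-PTAP peptide was added at 50 nM final. After 20 min at RT, polarization reported peptide displacement across a qHTS concentration series.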
uPA generation: blocks generation of uPA at the cell surface; cell surface uPA generation assay, qHTS; Potency, µM (highest dose often 38.3 µM), inactives show at the top dose activity change, negative = inhibition, hits mostly inhibitors; 330,000 tested, 0.31% active; AID 540303; active = well fitted inhibition curve with a large enough effect; inconclusive = small, poorly fitted or top-dose-only effect; inactive = no such curve, though single readings can be large or run the other way; tested in mouse RAW 264.7 cells; also: potency is read from the fitted curve at half-maximal effect; % is scaled to controls: 0 for no effect and ±100 for the full control effect; nearly all actives have a fitted effect of over 55% in size
Eya2 phos inh: inhibitors of human Eya2 phosphatase activity; recombinant Eya2, OMFP fluorescence dephosphorylation (OMFP is methylfluorescein phosphate); 330,000 tested, 0.006% active; AID 488837; Potency, µM (titrated, usually from 76.9 µM), inactives show at the highest dose activity, negative = inhibition, hits mostly inhibitors; O00167; also: potency is read from the fitted curve at half-maximal effect; % is scaled to controls: 0 for no effect and ±100 for the full control effect
Target sequence (O00167 whole entry, looked up): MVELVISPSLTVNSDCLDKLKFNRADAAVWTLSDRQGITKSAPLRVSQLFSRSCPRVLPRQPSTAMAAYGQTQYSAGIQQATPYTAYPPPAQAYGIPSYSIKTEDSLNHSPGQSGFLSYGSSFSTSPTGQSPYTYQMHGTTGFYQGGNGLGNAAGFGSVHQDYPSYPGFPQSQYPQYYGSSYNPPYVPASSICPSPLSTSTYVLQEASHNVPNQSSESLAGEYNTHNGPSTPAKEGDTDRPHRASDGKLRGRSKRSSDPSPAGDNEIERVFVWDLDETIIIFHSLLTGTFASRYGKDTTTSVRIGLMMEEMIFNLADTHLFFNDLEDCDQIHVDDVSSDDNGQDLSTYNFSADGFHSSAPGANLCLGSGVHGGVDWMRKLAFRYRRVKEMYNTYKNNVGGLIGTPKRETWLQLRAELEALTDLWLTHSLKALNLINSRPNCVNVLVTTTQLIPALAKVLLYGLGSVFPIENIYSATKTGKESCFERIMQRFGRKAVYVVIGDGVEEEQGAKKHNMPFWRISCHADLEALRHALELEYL
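Eya2 (0.2 uM) preincubated 10 min at ambient with compound, then OMFP substrate added at 50 uM; 10 min reaction in 50 mM HEPES pH 7.5, 50 mM NaCl, 5 uM MgCl2, 0.05% BSA, 1 mM DTT. Fluorescence read at Ex 485/Em 525 nm.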
TRPV1 ag: agonists of human vanilloid receptor 1 (TRPV1); TRPV1-expressing cells, Fluo-8 calcium influx, agonist mode; 320,000 tested, 0.19% active; Q8NER1; activation, % at 8.33 µM; AID 540275; in the data active = activation above about 80%; inconclusive = between about 30% and that limit; also: 0% is about no effect
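Cells expressing TRPV1 were dye-loaded with Fluo-8 and read kinetically: 10 s baseline, 3 min after compound (agonist portion), then 2 min after EC20 capsaicin (allosteric enhancer portion). Calcium-bound dye fluorescence at 480/520 nm.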
USP2a block: inhibitors of human ubiquitin-specific protease USP2a; O75604; USP2 core, Ub-CHOP2 coupled fluorogenic reporter, 485/531; Potency, µM (highest dose often 38.3 µM), inactives show at the highest dose activity change, negative = inhibition, hits mostly inhibitors; 330,000 tested, 0.01% active; AID 463254;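 also: potency is read from the fitted curve at half-maximal effect; plate controls were DMSO wells for no effect and full inhibition by NEM control for full effect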
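USP2 core (10nM final) preincubated 30min RT with compound in 20mM Tris-HCl pH 8.0, 2mM CaCl2, 2mM beta-mercaptoethanol, 0.05% CHAPS; 25nM Ub-CHOP2 plus 25nM reporter substrate added, fluorescence (Ex485/Em531) read after 60min.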
p53 reactivator: mutant p53 re-activation in reporter cells; Potency, µM (series often up to 92.2 µM), inactives show at the top dose activity change, positive = activation, most hits filed as activators; H1299 p53-A138V BP100-luciferase reporter, luminescence, 24 h; 320,000 tested, 0.063% active; also: potency is read from the fitted curve at half-maximal effect; % of control where 0% means no effect; nearly all actives have a fitted effect of over 45% in size
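H1299 (p53-null), stable ts p53-A138V + BP100-Luc; 1000 cells/well, Opti-MEM/10% FBS; cpd 4 pt, 1:5; 24 h, 37 deg C, 5% CO2; detection reagent 10 min RT; luminescence.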
An asterisk follows results filed as active; u = inconclusive; x = not tested or not shown. Unless noted, calls follow the shape of the dose curve; as a rule, active = well fitted curve in the direction sought with a large enough effect; inconclusive = small, poorly fitted or top-dose-only effect, or another doubt; inactive = no such curve, though single readings can be large; an effect the other way counts as inactive or inconclusive. Not a hit list; 2.6% or so of the library scored in one or more.

SMILES | B2AR arrestin | BRCA1 expr up | S-ASM inh | ELG1 genotoxic | Integrin act MD | TSG101-PTAP inh | uPA generation | Eya2 phos inh | TRPV1 ag | USP2a block | p53 reactivator
Cc1ccc(NC(=O)CCS(=O)(=O)c2ccccc2)cc1S(=O)(=O)N1CCCCCC1 | -1.5% | -26.5% | -5.9% | -6.8% | -26.8% | -4.2% | -0.2% | -0.6% | 28.1 | -0.3% | 3.0%
Cc1cccc(NC(=S)N/N=C/c2cccc([N+](=O)[O-])c2)c1 | u | -52.8% | -10.6% | -9.2% | 2.9% | -7.8% | 2.8% | -27.6% | -0.1 | 0.8% | 8.3%
COc1cc(C(=S)N2CCOCC2)ccc1OC(=O)c1cc(OC)c(OC)c(OC)c1 | -0.2% | -8.2% | -0.3% | -0.4% | 16.7% | 0.0% | -1.9% | -16.6% | 1.7 | 0.0% | -1.1%
O=C(Nc1ccccc1C(=O)NCC1CCCO1)c1ccccc1F (stereo not drawn) | -0.7% | -0.6% | 1.8% | -1.0% | 1.7% | -3.4% | 0.7% | 1.2% | 15.1 | -0.8% | 0.8%
CCCC(C(=O)NCc1ccccc1)N(C(=O)Cn1nnc(-c2cccs2)n1)c1ccc2c(c1)OCCO2 (stereo not drawn) | -0.6% | -14.8% | 0.2% | 0.7% | 15.0% | -2.0% | 2.3% | -4.9% | -2.2 | -0.6% | 10.1%
O=C(Nc1ccc(Br)cc1)C1Cc2ccccc2O/C1=N\O (stereo not drawn) | 0.1% | u | 3.5% | 18.3µM* | 0.0% | -3.0% | 2.3% | 2.7% | -2.5 | -0.7% | 18.2%
Fc1ccccc1N1CCN(c2ncnc3[nH]ncc23)CC1 | -1.0% | 32.9% | 4.6% | -9.2% | -16.2% | 0.1% | -6.4% | -7.5% | 0.0 | -4.4% | 4.6%
Cc1ccc(S(=O)(=O)Cn2nnnc2C(C(C)C)N2CCN(C(=O)c3ccco3)CC2)cc1 (stereo not drawn) | x | -14.7% | 2.2% | x | -14.4% | -3.3% | -1.2% | x | x | x | x
O=[N+]([O-])c1ccccc1S(=O)(=O)Nc1ccc(-c2ccc(N3CCOCC3)nn2)cc1 | -2.2% | 18.3% | -4.7% | 2.6% | -23.9% | -0.4% | -0.1% | 15.3% | -1.9 | 0.3% | 22.8%
COc1ccc(CC(O)CC2c3c(cc4c(c3OC)OCO4)CCN2C)cc1 (stereo not drawn) | 0.1% | -38.4% | 3.4% | -3.7% | 0.0% | -0.2% | -13.8% | 16.5% | 1.4 | -0.2% | -5.7%
CCOc1ccc(S(=O)(=O)N(CC)CC)cc1NC(=O)c1ccc(N2CCCC2=O)cc1 | 0.4% | -24.5% | -0.7% | -7.8% | -22.6% | -0.3% | -8.3% | -3.7% | -5.0 | 2.2% | 21.3%
CCC(C)(C)C1CCC2(CC1)NC(=O)N(CC(=O)NC(C)CCc1ccccc1)C2=O (stereo not drawn) | -0.1% | -17.3% | -2.5% | -5.1% | 1.5% | -1.8% | -0.8% | -23.7% | -0.7 | 0.7% | -8.1%
O=C(N/N=C/c1ccc(Br)s1)Nc1ccccc1 | -0.9% | 88.2% | -5.6% | 12.8% | 13.9% | -4.6% | 5.9% | -3.7% | 21.8 | 2.4% | 5.1%
CC(=O)C(=[N+]=[N-])C(=O)NCc1ccccc1 | -0.3% | -1.3% | 1.4% | 3.6% | 10.5% | -3.2% | 6.7% | -0.9% | -6.6 | 0.4% | 7.4%
COc1cc(C(=O)ON=C2C3CC4CC(C3)CC2C4)cc(OC)c1OC | -0.3% | -45.5% | 4.6% | -12.0% | 28.0% | -5.4% | u | 1.4% | u | 3.4% | -18.1%
CCc1cc(C(=O)O)c(NC(=O)c2cc(OC)c(OC)c(OC)c2)s1 | -0.1% | 4.9% | 2.7% | u | 16.4% | -1.8% | -3.5% | 18.1% | -1.9 | 0.0% | 1.1%
CCOc1cccc2sc(N(CCN(CC)CC)C(=O)c3ccc(S(=O)(=O)N4CCCC4)cc3)nc12 | -1.1% | -21.4% | -4.7% | -9.3% | -3.1% | 1.2% | 6.3% | 4.4% | 2.8 | 4.1% | u
CCCNC(=O)NC1CCCCCCC1 | -0.8% | 25.5% | 1.8% | 0.4% | 11.2% | -1.2% | -3.7% | 4.1% | -4.0 | 2.3% | -0.5%
CCN(CC)C(=O)CSC(=Nc1ccccc1F)NC#N | -0.3% | 11.2µM* | 3.1% | u | 7.4% | -0.2% | -6.3% | 7.9% | 2.4 | 0.2% | u
COc1cc(CNC[C@H]2O[C@@H](n3cnc(C(N)=O)n3)[C@H](O)[C@@H]2O)ccc1OCc1cccc(Cl)c1 | x | 14.9% | 0.1% | x | 5.1% | 1.0% | -5.0% | x | x | x | x

Entries of single compounds from above.
Record of `CCCNC(=O)NC1CCCCCCC1` → B2AR arrestin: -0.8%; BRCA1 expr up: 25.5%; S-ASM inh: 1.8%; ELG1 genotoxic: 0.4%; Integrin act MD: 11.2%; TSG101-PTAP inh: -1.2%; uPA generation: -3.7%; Eya2 phos inh: 4.1%; TRPV1 ag: -4.0; USP2a block: 2.3%; p53 reactivator: -0.5%
Record of `Cc1ccc(S(=O)(=O)Cn2nnnc2C(C(C)C)N2CCN(C(=O)c3ccco3)CC2)cc1` (stereo not drawn) → B2AR arrestin: x; BRCA1 expr up: -14.7%; S-ASM inh: 2.2%; ELG1 genotoxic: x; Integrin act MD: -14.4%; TSG101-PTAP inh: -3.3%; uPA generation: -1.2%; Eya2 phos inh: x; TRPV1 ag: x; USP2a block: x; p53 reactivator: x

A portion from the list above:
SMILES | B2AR arrestin | BRCA1 expr up | S-ASM inh | ELG1 genotoxic | Integrin act MD | TSG101-PTAP inh | uPA generation | Eya2 phos inh | TRPV1 ag | USP2a block | p53 reactivator
O=C(N/N=C/c1ccc(Br)s1)Nc1ccccc1 | -0.9% | 88.2% | -5.6% | 12.8% | 13.9% | -4.6% | 5.9% | -3.7% | 21.8 | 2.4% | 5.1%
CC(=O)C(=[N+]=[N-])C(=O)NCc1ccccc1 | -0.3% | -1.3% | 1.4% | 3.6% | 10.5% | -3.2% | 6.7% | -0.9% | -6.6 | 0.4% | 7.4%
COc1cc(C(=O)ON=C2C3CC4CC(C3)CC2C4)cc(OC)c1OC | -0.3% | -45.5% | 4.6% | -12.0% | 28.0% | -5.4% | u | 1.4% | u | 3.4% | -18.1%
CCc1cc(C(=O)O)c(NC(=O)c2cc(OC)c(OC)c(OC)c2)s1 | -0.1% | 4.9% | 2.7% | u | 16.4% | -1.8% | -3.5% | 18.1% | -1.9 | 0.0% | 1.1%
CCOc1cccc2sc(N(CCN(CC)CC)C(=O)c3ccc(S(=O)(=O)N4CCCC4)cc3)nc12 | -1.1% | -21.4% | -4.7% | -9.3% | -3.1% | 1.2% | 6.3% | 4.4% | 2.8 | 4.1% | u
CCCNC(=O)NC1CCCCCCC1 | -0.8% | 25.5% | 1.8% | 0.4% | 11.2% | -1.2% | -3.7% | 4.1% | -4.0 | 2.3% | -0.5%
CCN(CC)C(=O)CSC(=Nc1ccccc1F)NC#N | -0.3% | 11.2µM* | 3.1% | u | 7.4% | -0.2% | -6.3% | 7.9% | 2.4 | 0.2% | u
COc1cc(CNC[C@H]2O[C@@H](n3cnc(C(N)=O)n3)[C@H](O)[C@@H]2O)ccc1OCc1cccc(Cl)c1 | x | 14.9% | 0.1% | x | 5.1% | 1.0% | -5.0% | x | x | x | x
